# Bioassay records from PubChem BioAssay.
# GRK2 aptamer HTS: blocks RNA aptamer binding to human GRK2. actives 0.59% (n = 330,000). AID 488847. P25098. inhibition of aptamer binding, % at 10 µM. bead flow cytometry, FAM-aptamer displacement from GRK2;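 active = inhibition of aptamer binding above 40%, roughly 3 SD of noise, on plates passing a quality check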;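 note: median bead fluorescence of bound FAM aptamer so fluorescent compounds give negative values; no value below 0 was filed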
# Target sequence (P25098 whole entry, looked up): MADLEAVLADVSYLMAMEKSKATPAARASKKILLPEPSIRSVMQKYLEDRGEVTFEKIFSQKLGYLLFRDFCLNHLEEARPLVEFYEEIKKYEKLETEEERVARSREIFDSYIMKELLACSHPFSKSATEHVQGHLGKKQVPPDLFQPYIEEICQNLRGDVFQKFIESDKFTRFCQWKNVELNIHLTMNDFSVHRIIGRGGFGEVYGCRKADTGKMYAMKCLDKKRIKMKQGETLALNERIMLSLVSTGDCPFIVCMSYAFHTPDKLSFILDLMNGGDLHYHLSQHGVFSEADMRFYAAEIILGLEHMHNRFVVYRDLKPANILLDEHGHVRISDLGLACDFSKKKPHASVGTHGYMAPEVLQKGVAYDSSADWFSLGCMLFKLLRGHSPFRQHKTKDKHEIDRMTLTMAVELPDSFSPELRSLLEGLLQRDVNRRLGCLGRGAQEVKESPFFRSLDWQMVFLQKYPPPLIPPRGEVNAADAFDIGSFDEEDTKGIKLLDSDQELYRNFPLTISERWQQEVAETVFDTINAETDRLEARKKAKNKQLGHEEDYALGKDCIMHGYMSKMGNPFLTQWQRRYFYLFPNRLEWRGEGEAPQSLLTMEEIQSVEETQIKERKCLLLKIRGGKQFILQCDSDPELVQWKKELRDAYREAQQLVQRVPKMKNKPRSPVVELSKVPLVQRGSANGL
# RPL19A-GFP yeast: modulators of TOR pathway RPL19A-GFP in S. cerevisiae; S. cerevisiae RPL19A-GFP strain, flow cytometry, 3 h; active compounds read low; percent response vs DMSO, % at 10 µM; actives 0.3% (n = 330,000);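 active = percent response vs DMSO below 50%; inconclusive = fewer than 70 events counted for the yeast strain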;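 note: median channel GFP fluorescence of the barcoded RPL19A-GFP strain; ratio of sample median GFP to plate DMSO average so 100% = DMSO; lower means less RPL19A-GFP as with rapamycin TOR inhibition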
# VLA-4 inh: inhibition in a human VLA-4 binding assay; inhibition, % (about 7 µM as worked out from the volumes in the protocol); actives 0.2% (n = 330,000); AID 2557; VLA-4 expressing cells, ligand binding flow cytometry; P13612; in the data active = inhibition above about 50%
# CR mimetic SO: lowers age-related superoxide in aged yeast cells. S. cerevisiae aged cells, superoxide DHE fluorescence; active compounds read low. superoxide response (% of plate mean), % at 10 µM. actives 0.18% (n = 330,000). AID 2690;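 active = superoxide response under a set limit, about three screen SD below normal, cut at about 65% in these data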;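 note: yeast aged for seven days with compound at 30 °C before DHE staining; 100% = average MFI of all compound-treated wells on the plate with controls excluded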
# MEP2-GFP yeast: yeast TOR pathway MEP2-GFP modulation | GFP response vs DMSO, % at 10 µM | S. cerevisiae MEP2-GFP strain, flow cytometry GFP, 3 h; 100% = DMSO control level | actives 0.51% (n = 330,000);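 active = GFP response versus DMSO above a set limit, roughly screen mean plus 3 SD, cut at about 180% in these data; inconclusive = fewer than 70 cells counted for a yeast strain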;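 note: median GFP fluorescence of the barcode-gated MEP2-GFP cells per well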
# LAP4 TOR yeast: modulators of TOR pathway LAP4-GFP in S. cerevisiae; actives 0.34% (n = 320,000); S. cerevisiae LAP4-GFP multiplex, flow cytometry GFP, 3 h; median GFP as percent of DMSO wells; GFP response vs DMSO, % at 10 µM;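 active = GFP response vs DMSO above a set limit, about the screen mean plus 3 SD, cut at about 150% in these data; inconclusive = under 70 cell events counted for the yeast strain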
# AGP1-GFP MLPCN: modulators of TOR pathway AGP1-GFP in S. cerevisiae. S. cerevisiae AGP1-GFP multiplex flow cytometry, 3 h; GFP as percent of DMSO wells. GFP response vs DMSO, % at 10 µM. actives 0.02% (n = 320,000). AID 2066;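 active = GFP response relative to DMSO above a set limit, near screen average plus 3 SD, cut at about 150% in these data; inconclusive = fewer than 70 cells counted for the yeast strain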;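 note: median GFP channel fluorescence of the gated AGP1 strain per well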
# CIT2 TOR yeast: yeast TOR pathway CIT2-GFP modulation. GFP response vs DMSO, % at 10 µM. S. cerevisiae CIT2-GFP strain, flow cytometry, 3 h; 100 means same as DMSO wells. actives 0.065% (n = 320,000);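 active = GFP response relative to DMSO above a set limit, near the screen mean plus 3 SD, cut at about 150% in these data; inconclusive = Fewer than 70 cells measured for a yeast strain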;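 note: ratio of well median GFP fluorescence to mean of DMSO wells on the plate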
# The depositor's hits bear a star; ? = inconclusive; · = no result given; [ ] = remark or other dose.
(1) O=C(NS(=O)(=O)c1ccccc1)c1cccc(Br)c1
(2) S=C(NC1CCCCC1)N1CCN(C2CCCCC2)CC1
(3) CC(C)OC(=O)CN1CCN(S(=O)(=O)c2cc(Cl)ccc2Cl)CC1
(4) CN(C)C(=O)c1cccn(Cc2ccc(C(F)(F)F)cc2)c1=O
(5) COc1ccc2sc(-c3ccc(N(C)C)cc3)c(C#CCO)c2c1
(6) COc1ccc(C(=O)N2CCN(c3ccc([N+](=O)[O-])c(-n4nc(C)cc4C)c3)CC2)cc1
(7) N=c1c2c3c(sc2ncn1N)CCCCC3
(8) COCCOc1cnn(-c2cc(Oc3ccc(C)cc3)ncn2)c(=O)c1Cl
screen / no.,1,2,3,4,5,6,7,8
RPL19A-GFP yeast,100,96,103,93,68[may fluoresce violet],102,102,99
MEP2-GFP yeast,90,94,102,100,180*[may fluoresce violet],103,104,100
AGP1-GFP MLPCN,89,99,106,100,15[may fluoresce violet],103,106,98
LAP4 TOR yeast,91,103,103,98,103[may fluoresce violet],96,114,100
CR mimetic SO,123,104,103,90,91,108,100,97
CIT2 TOR yeast,94,96,103,99,?,104,103,94
VLA-4 inh,4,1,14,-2,0,3,-2,4
GRK2 aptamer HTS,0,1,1,0,0,3,1,0

# Next part; it opens with the 3 that closed the last part.
(6) COc1ccc(C(=O)N2CCN(c3ccc([N+](=O)[O-])c(-n4nc(C)cc4C)c3)CC2)cc1
(7) N=c1c2c3c(sc2ncn1N)CCCCC3
(8) COCCOc1cnn(-c2cc(Oc3ccc(C)cc3)ncn2)c(=O)c1Cl
(9) Cc1ccc(CNC(=O)CCCNC(=O)c2ccc(Cl)cc2)n1C
(10) CC1(C(=O)NC2CCCCCC2)CCC(=O)N1Cc1ccc2c(c1)OCO2 (stereo not drawn)
(11) Cc1cc(C)cc(N2C(=O)CC(Sc3ccccc3C(=O)O)C2=O)c1 (stereo not drawn)
(12) COc1ccc(-c2ccc(-c3noc(C(C)C)n3)c(OC)n2)cc1
(13) COc1ccc(N/C=C(\[N+](=O)[O-])S(=O)(=O)c2ccccc2)cc1
(14) COc1ccc(-c2csc3ncn(-c4ccccc4OC)c(=O)c23)cc1OC
(15) COc1ccc(N=Cc2c(O)n(-c3cccc(C)n3)c(=O)c3ccccc23)c(OC)c1
(16) COc1ccc(C(=O)NCCn2cc(SCC(=O)NCC3CCCO3)c3ccccc32)cc1 (stereo not drawn)
screen / no.,6,7,8,9,10,11,12,13,14,15,16
RPL19A-GFP yeast,102,102,99,101,89,98,101,102,98,103,99
MEP2-GFP yeast,103,104,100,104,106,103,108,107,100,99,106
AGP1-GFP MLPCN,103,106,98,102,89,103,112,90,100,113,100
LAP4 TOR yeast,96,114,100,105,96,135,119,89,101,109,100
CR mimetic SO,108,100,97,90,106,96,90,107,116,98,109
CIT2 TOR yeast,104,103,94,95,95,97,102,105,98,102,96
VLA-4 inh,3,-2,4,-1,-7,6,-2,6,-7,3,10
GRK2 aptamer HTS,3,1,0,0,1,0,1,0,1,1,1

(17) COc1ccc(-c2csc(Nc3ccc(S(=O)(=O)Nc4cc(OC)nc(OC)n4)cc3)n2)cc1
(18) Cc1cc(Br)c(NC(=O)c2c(-c3c(Cl)cccc3Cl)noc2C)c(Br)c1
(19) O=[N+]([O-])c1cccc(-c2nnc(-c3ccccc3F)o2)c1
(20) CC(CN1CCOCC1)OC(=O)c1cccc(Br)c1 (stereo not drawn)
(21) OCc1nc2ccccc2n1/N=C/c1cccs1
(22) CC(C)OC(=O)CCc1nc2ccccc2[nH]c1=O
(23) COc1ccc(NC(=O)C2CCN(C(=O)Cc3ccccc3)CC2)c(OC)c1
(24) CC1(C)CC(=O)C(N=Nc2cc(S(=O)(=O)N3CCOCC3)ccc2Cl)=C(O)C1
screen / no.,17,18,19,20,21,22,23,24
RPL19A-GFP yeast,?,104,101,94,96,104,97,99
MEP2-GFP yeast,?,103,108,95,101,102,92,103
AGP1-GFP MLPCN,?,96,95,89,102,111,105,107
LAP4 TOR yeast,?,94,97,97,107,91,108,107
CR mimetic SO,107,81,75,102,101,92,103,104
CIT2 TOR yeast,?,98,105,96,92,·,92,110
VLA-4 inh,-19,-5,-4,-6,18,4,6,11
GRK2 aptamer HTS,2,0,1,0,2,0,0,7

(25) O=C(Nc1ccc(Br)cn1)C1CCCN1S(=O)(=O)c1ccccc1 (stereo not drawn)
(26) Cc1ccc(CCC(=O)Nc2ccc(C#N)cc2)o1
(27) O=C(Cn1[nH]c(=O)c2ccccc2c1=O)NCC1COc2ccccc2O1 (stereo not drawn)
(28) Cc1ccc(NC(=O)COc2ccc(Br)cn2)cc1
(29) O=C(c1ccc(Br)cc1)N1CCC(C(=O)N2CCN(c3ccccc3)CC2)CC1
(30) CCC(=O)c1ccc(N2CCN(C(=O)c3ccc(Br)cc3)CC2)c(F)c1
(31) O=C(c1cccc(S(=O)(=O)N2CCN(c3ccccc3)CC2)c1)N1CCCC(C(F)(F)F)C1 (stereo not drawn)
(32) COc1c(C(=O)NNC(=O)c2ccccc2Cl)csc1Br
screen / no.,25,26,27,28,29,30,31,32
RPL19A-GFP yeast,88,98,93,97,119,91,100,96
MEP2-GFP yeast,92,93,97,101,105,96,105,96
AGP1-GFP MLPCN,89,98,92,101,107,110,103,104
LAP4 TOR yeast,93,102,91,97,91,145,101,108
CR mimetic SO,102,93,86,99,101,88,79,97
CIT2 TOR yeast,89,96,93,92,·,87,105,94
VLA-4 inh,20,14,5,-2,5,8,3,-7
GRK2 aptamer HTS,1,1,3,0,5,0,3,0

# Values by screen from the entries so far:
# Compounds 25 to 32 in LAP4 TOR yeast, in turn: 93, 102, 91, 97, 91, 145, 101, 108
# Compounds 25 to 32 in GRK2 aptamer HTS, in turn: 1, 1, 3, 0, 5, 0, 3, 0

# (list continues)
(33) CN1C(=O)NC(c2ccccc2)C2=C1CN(c1cccc(C(F)(F)F)c1)C2=O (stereo not drawn)
(34) CC(=O)COc1cc(C)cc2oc(=O)c(C)c(C)c12
(35) Nc1ccn(-c2ccc(Cl)cc2)c(=O)c1
(36) COc1ccccc1-c1cc(C(=O)NC(C)C)no1
(37) COc1ccc(-c2nnn(Cc3nn[nH]n3)n2)cc1OC
(38) COc1ccc(S(=O)(=O)N2CCOC2CNC(=O)C(=O)NCc2ccncc2)cc1OC (stereo not drawn)
(39) O=C(CCCCCn1c(=S)[nH]c2ccc(N3CCOCC3)cc2c1=O)NCc1ccc2c(c1)OCO2
(40) COc1ccc(CCNC(=O)C2CCN(S(=O)(=O)c3ccc(-n4cnnn4)cc3)CC2)cc1OC
screen / no.,33,34,35,36,37,38,39,40
RPL19A-GFP yeast,102,100,92,97,91,103[may fluoresce green],102,105
MEP2-GFP yeast,108,107,94,110,93,102[may fluoresce green],107,104
AGP1-GFP MLPCN,112,105,89,99,94,107[may fluoresce green],108,104
LAP4 TOR yeast,98,105,90,116,96,98[may fluoresce green],102,102
CR mimetic SO,104,96,107,104,71,100,81,89
CIT2 TOR yeast,103,108,90,102,87,107[may fluoresce green],111,97
VLA-4 inh,9,-12,1,-9,-10,6,-3,-4
GRK2 aptamer HTS,1,0,0,4,1,1,0,0

# Looked up by compound from above, 3 records:
(37) COc1ccc(-c2nnn(Cc3nn[nH]n3)n2)cc1OC
(34) CC(=O)COc1cc(C)cc2oc(=O)c(C)c(C)c12
(36) COc1ccccc1-c1cc(C(=O)NC(C)C)no1
screen / no.,37,34,36
RPL19A-GFP yeast,91,100,97
MEP2-GFP yeast,93,107,110
AGP1-GFP MLPCN,94,105,99
LAP4 TOR yeast,96,105,116
CR mimetic SO,71,96,104
CIT2 TOR yeast,87,108,102
VLA-4 inh,-10,-12,-9
GRK2 aptamer HTS,1,0,4

# New compounds follow:
(41) CCOc1ccc(N(C(C)C(=O)N/N=C(\C)c2cccc(NC(=O)c3ccccc3)c2)S(C)(=O)=O)cc1 (stereo not drawn)
(42) COc1cc2c(cc1OC)C(c1ccsc1)CC(=O)N2 (stereo not drawn)
(43) CC1(C)Cc2ccccc2C(=C(C#N)C#N)N1
(44) COc1ccccc1Nc1nc(N)nc(CSC(=S)N2CC(C)CC(C)C2)n1 (stereo not drawn)
(45) O=C(CC1S/C(=N/N=C2CCCCCC2)NC1=O)Nc1ccc(Br)cc1F (stereo not drawn)
(46) CSc1nc(O)c(C2OC(=O)c3ccccc32)c(=O)[nH]1 (stereo not drawn)
(47) c1cncc(-c2nc(-c3ccc4c(c3)OCCO4)cs2)c1
(48) COc1ccc(OCCN(C)CC(=O)Nc2ccccc2SC)cc1
screen / no.,41,42,43,44,45,46,47,48
RPL19A-GFP yeast,95,96,105,103,99,93,103,98
MEP2-GFP yeast,103,109,97,105,99,91,108,100
AGP1-GFP MLPCN,97,100,104,99,102,94,85,94
LAP4 TOR yeast,97,96,91,106,97,89,87,94
CR mimetic SO,112,108,95,100,98,103,97,102
CIT2 TOR yeast,90,96,98,92,104,93,107,88
VLA-4 inh,-16,13,5,6,-4,-2,-5,-13
GRK2 aptamer HTS,0,3,0,1,0,0,1,0

(49) CC(C)(C)OC(=O)[C@H](Cc1ccccc1)NC(=O)c1[nH]cnc1C(=O)N[C@@H](Cc1ccccc1)C(=O)OCc1ccccc1
(50) COc1ccccc1C(=O)NCCC(=O)N1CCCC(C)C1 (stereo not drawn)
(51) Cc1ccc(CCNC(=O)c2cccc(NC3=NC4CS(=O)(=O)CC4S3)c2)cc1 (stereo not drawn)
(52) Cc1cnc(NC(=O)c2ccccn2)s1
(53) O=C(NNS(=O)(=O)c1ccc([N+](=O)[O-])cc1)c1ccc([N+](=O)[O-])cc1
(54) Cc1cccc(/C(N)=N/OC(=O)c2ccco2)c1
(55) CC(=O)N(C)c1ccc(NC(=O)Nc2ccc(Cl)cc2)cc1
(56) COc1cccc(C(=O)OCC(=O)NCCNC(=O)COC(=O)c2cccc(OC)c2OC)c1OC
screen / no.,49,50,51,52,53,54,55,56
RPL19A-GFP yeast,88,99,96,102,103,98,96,105
MEP2-GFP yeast,83,107,98,108,105,99,93,105
AGP1-GFP MLPCN,68,84,100,104,105,88,99,89
LAP4 TOR yeast,119,84,98,109,98,99,105,79
CR mimetic SO,99,93,95,103,114,99,113,102
CIT2 TOR yeast,62,89,99,100,103,107,91,105
VLA-4 inh,-13,-4,20,11,7,-2,6,-12
GRK2 aptamer HTS,1,3,4,1,14,0,1,7

(57) CC(=O)c1ccc(S(=O)(=O)NCCCC(=O)NCCc2ccccn2)cc1
(58) COC(=O)c1ccc(NC(=O)CSc2nnc(CNc3ccc(OC)cc3)n2C)cc1
(59) O=C(CCCn1c(=S)[nH]c2cc3c(cc2c1=O)OCO3)N1CCN(c2ccc(F)cc2)CC1
(60) O=C(Nc1ccccc1N1CCOCC1)c1ccccc1[N+](=O)[O-]
(61) CC1CCCC(NC(=O)COC(=O)COc2ccc(C#N)cc2)C1C (stereo not drawn)
(62) CSc1ccc(CCNC(=O)c2nn(C)c3c2CS(=O)(=O)c2ccccc2-3)cc1
(63) CC(=O)c1ccc(N2CCN(S(=O)(=O)c3ccccc3)CC2)c(F)c1
(64) CCOc1ccc(NC(=O)CN(C)C(=O)c2c(C)nn(-c3ccccc3)c2Cl)cc1OCC
(65) Cc1ccc(NC(=O)CNCCCN2CCOCC2)cc1S(=O)(=O)N1CCCCC1
screen / no.,57,58,59,60,61,62,63,64,65
RPL19A-GFP yeast,103,103,103,19*[may fluoresce violet],100,93,107,96,98
MEP2-GFP yeast,104,103,101,?,106,89,97,100,101
AGP1-GFP MLPCN,107,103,104,?,101,93,99,116,100
LAP4 TOR yeast,106,107,106,?,96,88,109,120,105
CR mimetic SO,108,103,97,105,106,89,101,87,103
CIT2 TOR yeast,100,104,94,?,102,94,96,97,108
VLA-4 inh,1,1,9,-14,-2,26,17,1,1
GRK2 aptamer HTS,1,1,0,0,0,0,0,1,0

# Not a hit list; any-hit rate near 1.7%.
